Source: PubChem BioAssay
HUVEC prolif 384 = blocks proliferation of human endothelial cells | hit rate 1.1% among 86,000 | viability, % at 10 µM (by protocol) | HUVEC proliferation, CellTiter-Glo luminescence, 72 h; stronger effect = lower value;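 active means viability at or below 30%; inactive means viability above 30%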;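 further: 100% = median luminescence of DMSO-only cell control wells on each plate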
Lung fibro prol = blocks proliferation of human lung fibroblasts. LL 47 human lung fibroblast viability, ATP luminescence; stronger effect = lower value. viability, % at 10 µM. hit rate 1.1% among 85,000. AID 719;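 active means viability at or below 50% in the single dose screen; inactive means viability above 50%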;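 further: compound exposure lasted 72 h before the ATP readout; 100% = median luminescence of untreated cell-only wells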
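Material: human LL 47 lung fibroblast cells; quantity: 1,150 cells/well; medium: IMEM plus 15% FBS; doses: 0.1% DMSO in all compound wells; timing: overnight attachment after seeding, then 72 h compound exposure at 37 °C; detection: CellTiter-Glo luminescence; measure: % viability of median cell-only signal; controls: cell-only wells, no compound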
Smad3 inh = inhibitors of human Smad3 transcription factor binding | P84022 | TR-FRET Smad3/Dy647-FoxH1 peptide binding, europium anti-His | inhibition, % at 25 µM | hit rate 0.29% among 88,000;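 active means compounds that reduce the energy-transfer binding signal between the protein and its labelled peptide by more than half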;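 further: 0% = Smad3 plus labelled peptide maximal FRET and 100% = peptide-only background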
cytoskel mod = cytoskeleton assembly modification | hit rate 0.18% among 91,000 | HUVEC TNFa F-actin phalloidin imaging, high content | inhibition, % at 2 µM;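 active means inhibition above the batch mean plus 3 SD and confirmed as a hit by visual image inspection, cut at about 30% in these data, passing the limit was not always enough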; further: strong numbers were not always called active
H69AR growth 86K = blocks growth of human H69AR lung tumor cells; H69AR lung tumor viability, ATP luminescence, 72 h; stronger effect = lower value; viability, % at 10 µM; hit rate 6% among 85,000; AID 598;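 active means viability at or below 40%; inactive means viability above 40%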;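 further: multidrug resistant small cell line overexpressing MRP-1 efflux transporter; 100% = mean luminescence of untreated control wells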
HUVEC tox IL1B = toxic to HUVEC cells under IL-1B stimulation. HUVEC cell count loss, Hoechst imaging, IL-1B stimulated. cell count reduction, % at 2 µM. hit rate 0.41% among 94,000. AID 845;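 active means cell count reduction more than 3 SD above the screen-wide mean, cut at about 70% in these data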;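 further: normalized per plate to untreated control cells as the no-loss baseline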
VCAM1 TNFa inh = reduces TNF alpha induced VCAM1 expression in HUVEC. HUVEC TNFa-induced VCAM-1 immunofluorescence, high-content imaging. inhibition, % at 2 µM. hit rate 0.48% among 95,000. AID 802;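 active means inhibition above the batch mean plus 3 SD, with images confirmed as a hit by eye, cut at about 37% in these data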;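 further: 0% = TNF-stimulated DMSO wells and 100% = unstimulated control wells; not every result past the cut was called active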
Pyk2 oligo antag = antagonists of human Pyk2 oligomerization. Q14289. Q293 cells, Pyk2 FERM NanoBiT luminescence; stronger effect = lower value. z-score (the deposit names both 25 µM and 10 µM). hit rate 0.83% among 99,000;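 active means Z-score of -3 or lower, scaled per plate to the spread of control and sample wells; inactive means z-score above -3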;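 further: negative z-score means lost luminescence so less FERM oligomerization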
Target sequence (Q14289 whole entry, looked up): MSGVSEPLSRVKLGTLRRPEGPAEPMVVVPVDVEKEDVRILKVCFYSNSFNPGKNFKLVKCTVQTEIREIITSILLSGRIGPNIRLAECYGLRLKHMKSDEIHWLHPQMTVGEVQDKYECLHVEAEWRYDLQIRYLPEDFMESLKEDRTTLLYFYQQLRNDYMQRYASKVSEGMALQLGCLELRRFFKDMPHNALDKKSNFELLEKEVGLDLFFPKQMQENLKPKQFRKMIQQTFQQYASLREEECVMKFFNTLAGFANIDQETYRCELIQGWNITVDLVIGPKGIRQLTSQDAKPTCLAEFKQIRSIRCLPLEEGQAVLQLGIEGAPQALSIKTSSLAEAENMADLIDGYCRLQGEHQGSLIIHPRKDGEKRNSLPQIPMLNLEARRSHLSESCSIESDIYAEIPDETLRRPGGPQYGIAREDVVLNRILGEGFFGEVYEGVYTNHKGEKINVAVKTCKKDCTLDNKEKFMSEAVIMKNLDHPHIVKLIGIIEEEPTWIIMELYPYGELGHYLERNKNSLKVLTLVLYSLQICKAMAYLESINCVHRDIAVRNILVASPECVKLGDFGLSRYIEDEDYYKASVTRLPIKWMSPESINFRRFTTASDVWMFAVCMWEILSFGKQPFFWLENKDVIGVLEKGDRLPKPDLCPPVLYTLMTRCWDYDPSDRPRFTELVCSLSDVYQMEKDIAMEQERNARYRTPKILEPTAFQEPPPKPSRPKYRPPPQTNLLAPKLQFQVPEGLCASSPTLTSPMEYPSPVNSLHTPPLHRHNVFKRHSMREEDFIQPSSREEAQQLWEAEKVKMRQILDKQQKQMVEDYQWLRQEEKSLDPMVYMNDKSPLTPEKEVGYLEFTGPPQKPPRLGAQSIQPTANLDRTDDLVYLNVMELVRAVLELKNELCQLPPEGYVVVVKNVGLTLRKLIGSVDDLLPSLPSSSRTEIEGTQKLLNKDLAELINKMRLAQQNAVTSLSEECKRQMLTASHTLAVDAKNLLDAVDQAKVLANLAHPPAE
TNFa cytotox = toxic to HUVEC cells under TNF alpha stimulation | HUVEC TNFalpha-stimulated, Hoechst cell count, imaging | cell count reduction, % at 2 µM | hit rate 0.17% among 93,000 | AID 848;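 active means cell count reduction exceeding the screen mean by over 5 SD, scaled to untreated wells per plate, cut at about 78% in these data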;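 further: cells counted after 24 h of TNF alpha exposure following the 1 h pretreatment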
Numbers without * were called inactive; . = not tested or not shown; [ ] = another dose, or the depositor's remark. Some of the compounds tested; count on the stated rates, not on these rows.

SMILES | HUVEC prolif 384 | Lung fibro prol | Smad3 inh | cytoskel mod | H69AR growth 86K | HUVEC tox IL1B | VCAM1 TNFa inh | Pyk2 oligo antag | TNFa cytotox
N#CC(C#N)=C/C(C#N)=C(/N)N1CCN(c2ccc(Cl)cc2)CC1 | . | . | . | 26 | . | -53 | -1 | -0.29 | -3
CCC(C)NC(=O)CN(c1cc(C)ccc1OC)S(C)(=O)=O (stereo not drawn) | 92 | 97 | -4 | 15 | 91 | -30 | 0 | 1.1 | -20
COC(=O)C1C(c2ccccc2)C(C(=O)N2CCOCC2)C1c1ccccc1 (stereo not drawn) | 98 | 97 | 7 | -4 | 94 | -9 | 5 | -0.68 | -16
CCCOc1ccc(C2=NNC(c3cccs3)=Nc3ccc(OC)cc32)cc1 | 92 | 92 | 1 | 26 | 71 | -16 | 10 | 0.97 | -28
Cc1ccc(CN2C(=O)C(C)(C)Oc3ccc(C(=O)N4CCCCC4)cc32)cc1 | 91 | 99 | 9 | -5 | 69 | -1 | -10 | -1.2 | -39
CCN(CC)c1ccc2cc(NC(=O)CCC(=O)O)c(=O)oc2c1 | 90 | 106 | 7 | . | 84 | . | . | 0.02 | .
O=C1C2=C(NC(=S)NC2c2ccc(Cl)cc2)NC(c2ccc(Cl)cc2)N1c1ccc(Cl)cc1 (stereo not drawn) | 7.6* | 98 | 22 | 3 | 0.1* | 1 | -2 | 0.03 | 7
CCN(CC)S(=O)(=O)c1cc(C(=O)OC)ccc1Cl | . | . | . | -43 | . | 35 | 11 | -0.04 | 4
Cc1noc(C)c1S(=O)(=O)N1CCC(C(=O)N2CCC(C)CC2)CC1 | 105 | 97 | 0[fluorescence artefact?] | -16 | 86 | -14 | 19 | 0.36 | -16
COc1cccc(NC(=O)CCC(=O)NCc2ccco2)c1 | . | . | . | 22 | . | -11 | -33 | 0.41 | -27

Looked up above.
N#CC(C#N)=C/C(C#N)=C(/N)N1CCN(c2ccc(Cl)cc2)CC1 in TNFa cytotox has -3
Cc1ccc(CN2C(=O)C(C)(C)Oc3ccc(C(=O)N4CCCCC4)cc32)cc1 in HUVEC tox IL1B has -1

(listing goes on)
SMILES | HUVEC prolif 384 | Lung fibro prol | Smad3 inh | cytoskel mod | H69AR growth 86K | HUVEC tox IL1B | VCAM1 TNFa inh | Pyk2 oligo antag | TNFa cytotox
CCCCCSc1nnc(C)c(=O)[nH]1 | . | . | . | -16 | . | 10 | -10 | -0.11 | 6
CCCn1c(=O)c(-c2ccccc2)c(O)c2ccccc21 | 104 | 113 | 5 | 4 | 93 | -36 | 6 | -0.7 | -15
FC(F)(F)c1ccc(Sc2nnc(-c3cccs3)n2CC2CCCO2)nc1 (stereo not drawn) | 100 | 91 | 1 | 10 | 93 | -36 | 5 | 0.43 | 4
COc1ccccc1NC(NC(=O)c1ccco1)C(=O)c1ccccc1 (stereo not drawn) | 80 | 97 | 3 | -22 | 83 | -5 | -4 | -0.22 | -31
Cc1ccc(-c2noc(CCC(=O)Nc3cccc(C#N)c3)n2)cc1 | 91 | 94 | 7 | -7 | 98 | -7 | -2 | 0.03 | -4
Clc1ccc(CSc2nnc(Cn3cnc4ccccc43)o2)cc1 | 74 | 88 | 11 | -5 | 94 | 15 | -4 | -0.14 | -19
CC(C)CC(=O)N1CCN(Cc2cccc(F)c2)CC1 | 95 | 99 | -8 | -6 | 90 | -8 | 2 | -0.02 | -11
Cc1onc(-c2ccccc2)c1C(=O)NCC1COc2ccccc2O1 (stereo not drawn) | 94 | 92 | 8 | 12 | 100 | 2 | 5 | -0.63 | -26
Cc1cc2cc(CNC(=O)C3CCCC3)ccc2n1C | 101 | 109 | -8[fluorescence artefact?] | . | 102 | . | . | . | .
COC(=O)CN1C(=O)C(O)=C(C(C)=O)C1c1ccc([N+](=O)[O-])cc1 (stereo not drawn) | 101 | 107 | 9 | 7 | 99 | -12 | 2 | 1 | -42
O=C(COC(=O)[C@H](Cc1c[nH]c2ccccc12)NC(=O)c1ccc(Cl)cc1)Nc1ccc2c(c1)OCO2 | 95 | 100 | -3 | . | 97 | -2 | 13 | 2.4 | -16
Oc1ccc(C=Nc2ccc3ncccc3c2)c(O)c1 | 83 | 106 | 34 | 12 | 94 | -21 | -4 | . | -3
CC(=O)NCCOc1ccc2oc3ccccc3c2c1 | 57 | 98 | 11[fluorescence artefact?] | -4 | 101 | -17 | 16 | 0.5 | -17
COc1ccc(NC2c3ncccc3C(=O)N2Cc2ccccc2)c(OC)c1 (stereo not drawn) | 90 | . | 12 | -12 | 87 | 90* | 8 | -0.48 | -9
CCOc1ccccc1C(=O)N(C)Cc1cc2ccccc2[nH]c1=O | 87 | 87 | -2 | 12 | . | 12 | 13 | -1 | 4
Cc1cc(C)c2oc(=O)cc(CN3CCOCC3)c2c1 | 99 | 97 | -2 | 1 | 80 | 6 | 0 | 0.87 | -15
COc1cc2[nH]c3c(N4CCN(c5ccc(Cl)cc5)CC4)ncnc3c2cc1OC | 50 | 77 | 2 | -19 | 6.9* | 24 | 21 | -3.2* | 3
COC(=O)Cc1c(C)c2ccc(O)c(CN3CCCC(C)C3)c2oc1=O (stereo not drawn) | 82 | 97 | -3 | -13 | 92 | 14 | 13 | -0.11 | -22
Cc1cccc(C)c1NC(=O)COC(=O)c1nonc1N | 96 | 94 | 5 | -7 | 103 | -4 | 26 | 1.1 | 1
Cc1ccc2c(C)nc(NC3=NCN(C(C)C)CN3)nc2c1 | 108 | 91 | 12 | 20 | 78 | 8 | 1 | . | -12
CCOCCCNCC(=O)Nc1ccc(OC(F)(F)F)cc1 | 90 | 100 | 11 | 13 | 95 | 5 | 18 | -0.04 | -26
COc1cccc2cc(-c3nc(-c4cccs4)cs3)c(=O)oc12 | 67 | 97 | 3 | -21 | 68 | -1 | -8 | -0.04 | -17
CCOC(=O)c1cccc(NC(=O)N[C@@H](C)C(=O)OC)c1 | 88 | 106 | -7 | -17 | 93 | -67 | -10 | 1.3 | 6
COc1ccc2c(c1)c(C(=O)CN1CCC3(CC1)OCCO3)c(C)n2C | 88 | 89 | 11 | 20 | 94 | -16 | 9 | -0.2 | -22
COc1ccc(CNC(=O)c2c(N)n(CCCN3CCOCC3)c3nc4ccccc4nc23)cc1 | 7.0* | 92 | -6 | 3 | 1.2* | 0 | -9 | 0.66 | -8
COC(=O)CCS(=O)(=O)c1cc(Cl)ccc1Cl | 87 | 95 | 2 | 49 | 91 | -2 | 6 | -0.25 | 24
CCN(CC)CCc1c(C)[nH]c(C(=O)OCc2ccccc2)c1C | 94 | 87 | 25 | -14 | 82 | -6 | 10 | 0.2 | -5
Cn1c(CCN2CCCCC2)nc2cc(NC(=O)C3CCCCC3)ccc21 | 98 | 101 | 2 | . | 73 | . | . | -0.27 | .
O=c1[nH]c2c(c(=O)n1Cc1ccccc1)CCC2 | 86 | 101 | 6 | . | 99 | 10 | -2 | 0.32 | -25
CC(NC(=O)Nc1cccnc1)(C(F)(F)F)C(F)(F)F | 93 | 93 | 1 | 8 | 108 | . | 17 | 0.31 | -17
Cn1cnnc1SCC(=O)Nc1c(F)cc(F)cc1Br | 95 | 101 | 12 | 5 | 92 | 14 | 6 | 0.79 | -1
CC(=O)Nc1ccc(OC/C=C(\C)Cl)cc1 | 94 | . | -6 | -3 | 107 | -13 | -13 | 0.52 | -42
O=C(Nc1ccn(Cc2c(F)c(F)cc(F)c2F)n1)c1ccc(COc2cc(Cl)ccc2Cl)o1 | . | . | . | -14 | . | -4 | -30 | 0.16 | -21
COc1ccc(CCN(C(=O)C(F)(F)F)C(C(=O)NC2CCCCC2)c2ccc(C)s2)cc1 (stereo not drawn) | . | . | . | 2 | . | -8 | -27 | 0.65 | -15
S=c1nc[nH]c2c1[nH]c1ccccc12 | . | . | . | 0 | . | -46 | 10 | 0.57 | 1
CCC(Sc1nc(N)cc(N)n1)C(=O)O (stereo not drawn) | . | . | . | 10 | . | 7 | 2 | 0.19 | -22
CCCS(=O)(=O)N1CCCC(C(=O)NCCN(Cc2ccccc2)C(C)C)C1 (stereo not drawn) | 107 | 100 | -6 | 15 | 92 | -19 | -5 | 0.38 | -4
O=C(CS(=O)CC(=O)Nc1ccc(Cl)cc1)NCC1OCCc2ccccc21 (stereo not drawn) | 95 | 101 | -1 | -28 | 106 | -1 | 2 | 0.92 | -17
CCN=C1SC(CC(=O)NCC)C(=O)N1CC (stereo not drawn) | 107 | 103 | -8 | -2 | 98 | 0 | 7 | 0.46 | -5
Nc1ncnc2c1ncn2CCN1CCCCC1 | 89 | 98 | 1 | 17 | 100 | 6 | 6 | 0.5 | -20
CCOC(=O)CC(=O)CSc1nc(C)cc(-c2cccnc2)c1C#N | 96 | 103 | 0 | 0 | 95 | -28 | 3 | -0.72 | -4
O=C(Cc1cccs1)Nc1ccc(-c2nnc(-c3ccccc3)o2)cc1 | . | . | . | 16 | . | -35 | 0 | 1.1 | -6
Cc1cccc(CC2S/C(=N/c3ccccn3)NC2=O)c1 (stereo not drawn) | 109 | 94 | 10 | 18 | 80 | -7 | -31 | -0.58 | -42
Cc1cc(N2CCN(c3ccc(F)cc3)CC2)nc(-c2ccccc2)n1 | 98 | 102 | 8 | -11 | 114 | -31 | -16 | -1.1 | -9
Cc1cccc(C)c1OCC(=O)Nc1ncn[nH]1 | 96 | 98 | 0 | -9 | 86 | -15 | -6 | 0.76 | -5
CCC1Oc2ccccc2N(CC(=O)NCCCN2CCOCC2)C1=O (stereo not drawn) | 103 | 98 | 3 | -6 | 85 | -1 | 0 | . | -3
CCCC(=O)Nc1cccn(Cc2ccccc2Br)c1=O | 84 | 92 | -1 | . | 98 | . | . | 1 | .
O=C(CN1CCCCC1)Nc1cccc(Oc2ccccc2)c1 | . | . | . | 0 | . | -18 | 6 | 0.11 | -21
C=CCc1ccc(OCC(O)COc2ccc(CC=C)cc2OC)c(OC)c1 | 85 | 100 | 1 | . | 35* | -2 | 10 | -1.8 | -32
Clc1cccc(CSc2nnc(-c3cccnc3)n2Cc2ccco2)c1 | 86 | 91 | 4 | 0 | 90 | 16 | 8 | 0.38 | 32
Carrying on.
SMILES | HUVEC prolif 384 | Lung fibro prol | Smad3 inh | cytoskel mod | H69AR growth 86K | HUVEC tox IL1B | VCAM1 TNFa inh | Pyk2 oligo antag | TNFa cytotox
COc1ccc(/C=N/Nc2nc(C)c([N+](=O)[O-])c(N(C)c3ccccc3)n2)cc1OC | . | . | . | -16 | . | -2 | 13 | -0.6 | -29
O=C(CSc1nc2ccccc2[nH]1)Nc1ccccc1F | 103 | 105 | -3 | 1 | 88 | -33 | 10 | -0.35 | -13
CC1(C)Cn2c(nnc2-c2ccccc2)S1 | 92 | 92 | 5 | -16 | 93 | 14 | 11 | 0.68 | -5
COc1cc(NC(=O)Cn2nc(Cc3cccnc3)c3ccccc3c2=O)cc(OC)c1OC | 90 | 94 | -1 | 1 | 74 | -2 | 0 | . | 2

A different layout for part of the listing above:
Below each compound: HUVEC prolif 384	Lung fibro prol	Smad3 inh	cytoskel mod	H69AR growth 86K	HUVEC tox IL1B	VCAM1 TNFa inh	Pyk2 oligo antag	TNFa cytotox
COc1ccc(/C=N/Nc2nc(C)c([N+](=O)[O-])c(N(C)c3ccccc3)n2)cc1OC
 : .	.	.	-16	.	-2	13	-0.6	-29
CC1(C)Cn2c(nnc2-c2ccccc2)S1
 : 92	92	5	-16	93	14	11	0.68	-5
O=C(CSc1nc2ccccc2[nH]1)Nc1ccccc1F
 : 103	105	-3	1	88	-33	10	-0.35	-13
